Source: PubChem (several laboratories)
IL1B NFkB pot: enhances IL-1B driven NFkB nuclear translocation | HUVEC IL-1B NFkB p65 nuclear translocation imaging | activation, % at 2 µM | 0.3% of 94,000 active;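 active = activation above 40%, about the mean plus 3 SD, also judged a hit on visual image review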;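 also: percent activation is computed from the nuclear over cytoplasmic p65 intensity ratio; values of inactives mirror those of a sister screen read the other way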
Bcl-B displacement: displacers of TR3 peptide from Bcl-B, primary screen, selectivity assay for Bfl-1 inhibitor project, biochemical, fluorescence polarization; FP displacement of FITC-TR3 peptide from Bcl-B; higher % means a stronger effect; displacement, % at 20 µM; hits with a dose series show IC50 in µM; 0.11% of 96,000 active; AID 748;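 active = displacement above 50% at 20 µM plus a fluorescence interference ratio under 1.5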;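 also: plate controls were wells without compound for no effect and wells lacking Bcl-B protein for full effect; a part of the inactive calls stands beside numbers as strong as those of hits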
MRP resist rev: compounds reversing MRP-mediated drug resistance | differential viability (reversal), % at 10 µM | AID 602 | H69AR cells + 2 uM doxorubicin, CellTiter-Glo, 72 h | 0.04% of 85,000 active;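 active = viability drop by adding the cancer drug above about 55%, with treated viability meeting a 40% cutoff, limit read from the data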;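 also: viability without doxorubicin minus viability with 2 µM doxorubicin for each compound; larger differential means the compound sensitizes cells more to doxorubicin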
PLAP inhibitors HTS: PLAP enzyme inhibitors, biochemical, luminescence, HTS (AID 690). 0.08% of 96,000 active. inhibition, % at 20 µM, or IC50 in µM where a hit was titrated. purified PLAP, luminescent substrate; higher % means a stronger effect; in the data active = a potency from the dose series; inactive = the rest, 99 in 100 with inhibition below about 30%; also: strong numbers were not always called active
NFkB transloc inh: blocks IL-1B driven NFkB nuclear translocation in HUVEC cells; 0.43% of 94,000 active; AID 796; HUVEC IL-1B NFkB p65 nuclear translocation imaging; inhibition, % at 2 µM;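 active = inhibition above about 30% together with a positive call from visual inspection of the well image, limit read from the data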;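 also: nuclear over cytoplasmic p65 intensity ratio measured by imaging; 0% = IL-1B stimulated DMSO wells and 100% = unstimulated DMSO wells; values of inactives mirror those of a sister screen read the other way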
MRP resist rev cytotoxicity: further read-out of MRP resist rev, marked with its call; viability, %; H69AR cells, CellTiter-Glo, 72 h; measured here: cytotoxicity without doxorubicin
MRP resist rev with doxorubicin: second read-out of MRP resist rev, no call of its own (marks repeat the call); viability, %; measured here: viability with 2 uM doxorubicin; stronger effect = lower value
NFkB transloc inh cell count 2 µM: recorded beside NFkB transloc inh, whose call it bears; cell count; measured here: cells passing quality filter;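 raw number of nuclei counted in each imaged well without normalization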
IL1B NFkB pot cell count 2 µM: further read-out of IL1B NFkB pot, marked with its call; cell count; measured here: cells passing quality filter
Starred values were filed as active, the others as inactive; · = no result given.

1) C=C1C(O)(c2ccccc2)C2CC[N+]1(C)CC2 (stereo unspecified)
2) C/C(Cl)=C/CC1(CN2CCCC2=O)C(=O)NC(=O)NC1=O
3) Cc1c(N=Cc2c(O)n(Cc3ccc(F)cc3)c(=O)[nH]c2=O)c(=O)n(-c2ccccc2)n1C
4) CC(=O)c1ccc(OC(NC(=O)c2ccco2)C(Cl)(Cl)Cl)cc1 (stereo unspecified)
5) c1ccc(CN2CCN(Cc3ccc4c(c3)OCCO4)CC2)cc1
6) O=C(CN1CCOCC1)Nc1ccc(Br)cc1C(=O)c1ccccc1
7) COc1ccc(-c2nc3ccccc3c(=O)n2-c2nccs2)cc1
8) CCN(CC)CCN=Cc1c(O)n(CCc2ccccc2)c(=O)[nH]c1=O
screen / no. | 1 | 2 | 3 | 4 | 5 | 6 | 7 | 8
IL1B NFkB pot | 23 | -2 | -7 | 10 | 2 | 6 | 0 | -3
IL1B NFkB pot cell count 2 µM | 76 | 163 | 45 | 131 | 163 | 124 | 166 | 129
Bcl-B displacement | -6% | -2% | 6% | -2% | 7% | · | -2% | -4%
MRP resist rev | -3 | 0 | -8 | · | · | -11 | · | -1
MRP resist rev cytotoxicity | 99 | 88 | 86 | · | · | 77 | · | 104
MRP resist rev with doxorubicin | 102 | 88 | 94 | · | · | 88 | · | 106
PLAP inhibitors HTS | -24% | -24% | -61% | 5% | 0% | · | -4% | 2%
NFkB transloc inh | -23 | 2 | 7 | -10 | -2 | -6 | 0 | 3
NFkB transloc inh cell count 2 µM | 76 | 163 | 45 | 131 | 163 | 124 | 166 | 129

9) COc1ccc(Cn2c(N)c(C(=O)NCc3ccco3)c3nc4ccccc4nc32)cc1OC
10) Cc1cccc(N2C(=O)NC(=O)/C(=C\c3cnn(-c4ccccc4)c3)C2=O)c1
11) N#Cc1c(/N=C/c2c(O)n(Cc3ccco3)c(=O)[nH]c2=O)sc2c1CCCC2
12) CCOC(=O)C1C2c3ccccc3O[C@@]1(C)N=C1SCC(=O)N12 (stereo partly specified)
13) O=C1CN=C(c2cccs2)c2c(sc3c2CCCC3)N1
14) CCC(=NCCO)c1c(O)n(-c2ccccc2)c(=O)[nH]c1=O
15) O=C(O)c1c[nH]c2ccc(S(=O)(=O)N(CCCl)CCCl)cc12
16) CCCc1[nH]nc2c1C1(C(=O)N(CC(N)=O)c3ccccc31)C(C(=O)OC)=C(N)O2 (stereo unspecified)
screen / no. | 9 | 10 | 11 | 12 | 13 | 14 | 15 | 16
IL1B NFkB pot | -6 | -10 | -23 | 5 | 15 | · | 4 | 5
IL1B NFkB pot cell count 2 µM | 97 | 175 | 126 | 89 | 195 | · | 178 | 148
Bcl-B displacement | -38% | -12% | -5% | -4% | -8% | -5% | 0% | 1%
MRP resist rev | -21 | · | -12 | · | -34 | 9 | 8 | 10
MRP resist rev cytotoxicity | 43 | · | 87 | · | 21 | 103 | 103 | 94
MRP resist rev with doxorubicin | 64 | · | 99 | · | 56 | 94 | 95 | 85
PLAP inhibitors HTS | -50% | · | -15% | -19% | -24% | 22% | -2% | -55%
NFkB transloc inh | 6 | 10 | 23 | -5 | -15 | · | -4 | -5
NFkB transloc inh cell count 2 µM | 97 | 175 | 126 | 89 | 195 | · | 178 | 148

17) CC(C)CCOC(=O)c1c(N)n(CC2CCCO2)c2nc3ccccc3nc12 (stereo unspecified)
18) COc1ccc(CCC(=O)N2CCC3(CC2)OCCO3)cc1
19) Cc1ccc2c(c1)N(CCC(=O)N1CCC3(CC1)OCCO3)C(=O)C(C)O2 (stereo unspecified)
20) CCC(=NCCO)c1c(O)n(C2CCCCC2)c(=O)[nH]c1=O
21) O=c1[nH]c(=O)n(-c2cccc3ccccc23)c(O)c1C=NCCCn1ccnc1
22) CCc1nc2ccc(Br)cc2c(=O)n1-c1ccccc1C(F)(F)F
23) C=CCOC(=O)C1=C(C)OC(N)=C(C#N)[C@@]12C(=O)N(CC(N)=O)c1ccccc12
24) O=C(COc1ccccc1)N1CCN(CC(O)COc2ccccc2)CC1 (stereo unspecified)
screen / no. | 17 | 18 | 19 | 20 | 21 | 22 | 23 | 24
IL1B NFkB pot | -6 | 16 | -1 | -10 | -10 | -9 | 22 | -5
IL1B NFkB pot cell count 2 µM | 119 | 155 | 197 | 61 | 192 | 154 | 129 | 86
Bcl-B displacement | -5% | -3% | -5% | 15% | 0% | · | 0% | -5%
MRP resist rev | -22 | 15 | 6 | · | 0 | · | -8 | -2
MRP resist rev cytotoxicity | 52 | 97 | 88 | · | 95 | · | 100 | 91
MRP resist rev with doxorubicin | 74 | 82 | 82 | · | 94 | · | 108 | 93
PLAP inhibitors HTS | -57% | -10% | -17% | -5% | -63% | · | -23% | -81%
NFkB transloc inh | 6 | -16 | 1 | 10 | 10 | 9 | -22 | 5
NFkB transloc inh cell count 2 µM | 119 | 155 | 197 | 61 | 192 | 154 | 129 | 86

25) C1CNC2NCCNC2N1 (stereo unspecified)
26) O=P(C(Cl)Cl)(N1CCCCC1)N1CCCCC1
27) Cn1c(O)c(C=NC2CC(C)(C)NC(C)(C)C2)c(=O)n(C)c1=O
28) CCN(CC)CCN=Cc1c(O)n(Cc2ccccc2)c(=O)[nH]c1=O
29) COc1ccc(C2SCC(=O)Nc3c2c(=O)[nH]n3C2CCCCCC2)cc1OC (stereo unspecified)
30) CCCCOC(=O)C1=C(N)OC2=C(C(=O)CCC2)[C@]12C(=O)Nc1ccccc12
31) COc1ccc(OC)c(N2C(=O)NC(=O)C(CCc3ccncc3)(CCc3ccncc3)C2=O)c1
32) O=P(O)(O)Cc1ccccc1OP(=O)(c1ccccc1)c1ccccc1
screen / no. | 25 | 26 | 27 | 28 | 29 | 30 | 31 | 32
IL1B NFkB pot | 15 | 3 | 14 | 11 | · | 5 | 6 | 13
IL1B NFkB pot cell count 2 µM | 113 | 96 | 107 | 192 | · | 87 | 103 | 129
Bcl-B displacement | 0% | 0% | 11% | 0% | 5% | -3% | · | -8%
MRP resist rev | 4 | 5 | -16 | 2 | -4 | -6 | 2 | -5
MRP resist rev cytotoxicity | 105 | 97 | 77 | 100 | 82 | 92 | 88 | 91
MRP resist rev with doxorubicin | 101 | 93 | 93 | 98 | 86 | 98 | 86 | 97
PLAP inhibitors HTS | -2% | -8% | 4% | 4% | -9% | -42% | · | 10%
NFkB transloc inh | -15 | -3 | -14 | -11 | · | -5 | -6 | -13
NFkB transloc inh cell count 2 µM | 113 | 96 | 107 | 192 | · | 87 | 103 | 129

Arranged by molecular weight (high to low): seven of the compounds above.
31) COc1ccc(OC)c(N2C(=O)NC(=O)C(CCc3ccncc3)(CCc3ccncc3)C2=O)c1
29) COc1ccc(C2SCC(=O)Nc3c2c(=O)[nH]n3C2CCCCCC2)cc1OC (stereo unspecified)
32) O=P(O)(O)Cc1ccccc1OP(=O)(c1ccccc1)c1ccccc1
24) O=C(COc1ccccc1)N1CCN(CC(O)COc2ccccc2)CC1 (stereo unspecified)
28) CCN(CC)CCN=Cc1c(O)n(Cc2ccccc2)c(=O)[nH]c1=O
27) Cn1c(O)c(C=NC2CC(C)(C)NC(C)(C)C2)c(=O)n(C)c1=O
26) O=P(C(Cl)Cl)(N1CCCCC1)N1CCCCC1
screen / no. | 31 | 29 | 32 | 24 | 28 | 27 | 26
IL1B NFkB pot | 6 | · | 13 | -5 | 11 | 14 | 3
IL1B NFkB pot cell count 2 µM | 103 | · | 129 | 86 | 192 | 107 | 96
Bcl-B displacement | · | 5% | -8% | -5% | 0% | 11% | 0%
MRP resist rev | 2 | -4 | -5 | -2 | 2 | -16 | 5
MRP resist rev cytotoxicity | 88 | 82 | 91 | 91 | 100 | 77 | 97
MRP resist rev with doxorubicin | 86 | 86 | 97 | 93 | 98 | 93 | 93
PLAP inhibitors HTS | · | -9% | 10% | -81% | 4% | 4% | -8%
NFkB transloc inh | -6 | · | -13 | 5 | -11 | -14 | -3
NFkB transloc inh cell count 2 µM | 103 | · | 129 | 86 | 192 | 107 | 96

Additional records:
33) CN1C2C=C(N(C(=O)c3ccc(Cl)cc3)c3ccccc3)CC1CC2 (stereo unspecified)
34) CCSc1cc(C2C(C#N)=C(N)Oc3n[nH]c(C)c32)c(C)o1 (stereo unspecified)
35) COc1ccc(CN2CCCCC2c2cccnc2)cc1C (stereo unspecified)
36) CCOP(=O)(OCC)C(NC(=O)c1ccccc1Cl)=C(Cl)Cl
37) Cc1c(C(=O)N2CCC3(CC2)OCCO3)sc2ncnc(N(C)c3ccccc3)c12
38) Cn1cccc1CN1CCN(C(=O)COc2ccccc2)CC1
39) CCN(CC)P(=O)(NC(=O)C(Cl)(Cl)Cl)N(CC)CC.[Cl-].[Cl-].[Cl-].[Nd+3]
40) Cc1onc(-c2ccccc2)c1C(=O)N1CCC2(CC1)OCCO2
41) CCOC(=O)C1C(=O)N(C)C2(C)CC1c1ccccc1O2 (stereo unspecified)
42) C/C(=C\c1ccc(N(C)C)cc1)[N+](=O)[O-]
screen / no. | 33 | 34 | 35 | 36 | 37 | 38 | 39 | 40 | 41 | 42
IL1B NFkB pot | 11 | -13 | · | -8 | -4 | -4 | 2 | 8 | -9 | 6
IL1B NFkB pot cell count 2 µM | 195 | 174 | · | 185 | 116 | 165 | 163 | 131 | 215 | 67
Bcl-B displacement | 15% | -8% | -3% | -5% | 13% | -2% | 42% | 1% | 6% | -5%
MRP resist rev | 7 | 6 | 2 | · | -18 | -10 | -8 | 13 | 5 | ·
MRP resist rev cytotoxicity | 90 | 99 | 87 | · | 71 | 86 | 84 | 96 | 83 | ·
MRP resist rev with doxorubicin | 83 | 93 | 85 | · | 90 | 96 | 92 | 83 | 78 | ·
PLAP inhibitors HTS | -17% | -57% | -9% | 13% | -38% | 2% | -71% | 15% | -2% | 18%
NFkB transloc inh | -10 | 13 | · | 8 | 4 | 4 | -2 | -8 | 8 | -6
NFkB transloc inh cell count 2 µM | 195 | 174 | · | 185 | 116 | 165 | 163 | 131 | 215 | 67

3 compounds drawn at random from those above:
22) CCc1nc2ccc(Br)cc2c(=O)n1-c1ccccc1C(F)(F)F
24) O=C(COc1ccccc1)N1CCN(CC(O)COc2ccccc2)CC1 (stereo unspecified)
2) C/C(Cl)=C/CC1(CN2CCCC2=O)C(=O)NC(=O)NC1=O
screen / no. | 22 | 24 | 2
IL1B NFkB pot | -9 | -5 | -2
IL1B NFkB pot cell count 2 µM | 154 | 86 | 163
Bcl-B displacement | · | -5% | -2%
MRP resist rev | · | -2 | 0
MRP resist rev cytotoxicity | · | 91 | 88
MRP resist rev with doxorubicin | · | 93 | 88
PLAP inhibitors HTS | · | -81% | -24%
NFkB transloc inh | 9 | 5 | 2
NFkB transloc inh cell count 2 µM | 154 | 86 | 163

Not all compounds are listed; the hit share may differ from the screen's.
